Assay outcomes deposited in PubChem BioAssay by several laboratories.
NS3 helicase inh: blocks Hepatitis C virus NS3 helicase unwinding; NS3 helicase DNA unwinding, Cy5 molecular beacon fluorescence; inhibition, % at 10.9 µM; 290,000 tested, 0.56% active;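 active = inhibition above the mean of all tested compounds plus 3 SD, set per campaign, cut at about 35% in these data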;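 note: 0% = DMSO wells and 100% = thioflavine S control wells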
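Test system: hepatitis C virus NS3 helicase domain fragment enzyme. Also added: annealed dual-labelled DNA beacon duplex, ATP-started. Timing: 60 min unwinding reaction at 25 °C after ATP addition. Technique: Cy5 fluorescence. Measure: % inhibition of unwinding.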
UBC9 SUMO inh: blocks human SUMOylation mediated by UBC9. P63279. AID 2006. HTRF SUMOylation assay, SAE1/SAE2 + UBC9, in vitro. 290,000 tested, 0.36% active. inhibition, % at 35 µM; in the data active = inhibition above about 50%, passing the limit was not always enough; note: strong numbers were not always called active
Target sequence (P63279 whole entry, looked up): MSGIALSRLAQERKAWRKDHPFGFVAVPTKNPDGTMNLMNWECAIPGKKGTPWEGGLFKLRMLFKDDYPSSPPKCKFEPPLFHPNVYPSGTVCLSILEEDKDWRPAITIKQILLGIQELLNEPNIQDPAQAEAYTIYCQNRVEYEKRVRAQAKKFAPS
VIM-2 inhibitor: inhibitors of Pseudomonas aeruginosa VIM-2 metallo-beta-lactamase. AID 1527. 290,000 tested, 0.89% active. inhibition, % at 5.6 µM. purified VIM-2, nitrocefin hydrolysis, epi-absorbance fluorescence;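 active = inhibition above the mean of all tested compounds plus 3 SD, cutoff set per screening run, cut at about 7.5% in these data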;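 note: red hydrolysis product quenches plate fluorescence so inhibitors raise well fluorescence; 0% = enzyme with DMSO and 100% = DMSO without enzyme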
IDE cell inh: inhibits human insulin-degrading enzyme in HEK cells; P14735; FAbetaB cleavage, fluorescence polarization; inhibition, % at 5.59 µM; 320,000 tested, 0.41% active;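 active = percent inhibition above the average of all tested compounds plus 3 SD, set per screening campaign, cut at about 16% in these data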;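 note: IDE supplied by intact live HEK cells; FP after avidin binding of uncleaved biotin substrate so inhibition keeps polarization high; 0% = DMSO wells and 100% = 60 µM reference IDE inhibitor Ii1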
IMP-1 inhibitor: inhibitors of Pseudomonas aeruginosa IMP-1 metallo-beta-lactamase; AID 1556; 290,000 tested, 0.45% active; purified IMP-1, nitrocefin hydrolysis, epi-absorbance fluorescence; inhibition, % at 5.6 µM;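 active = inhibition above the mean plus 3 SD of all compounds in the same screening run, cut at about 4.5% in these data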;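 note: 0% = IMP-1 with DMSO and 100% = DMSO wells lacking enzyme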
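System: purified IMP-1; amount: IMP-1 0.2 nM before substrate addition; compound: single dose, 5.6 µM; times: 25 °C, 15 min preincubation, 25 min reaction; signal: Epi-absorbance via hydrolysed-nitrocefin quenching of white-plate fluorescence, 480/530 nm, EDTA stop; benchmarks: DMSO with and without IMP-1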
pCIP destab: lowers stability of the mouse p/CIP coactivator protein; Q05BA5; F442A p/CIP-EGFP cells, EGFP fluorescence, 16 h; decrease of EGFP signal, % at 10 µM; 290,000 tested, 0.01% active;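 active = EGFP signal decrease of at least 30% at 10 µM or well 3 SD below plate mean, unless failing retest; inactive = the rest, including hits failing retest or dose response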; note: some compounds called inactive have numbers as strong as hits; many of its hits are not listed in these tables
IDE act: activators of human insulin-degrading enzyme in cells; P14735; AID 493087; HEK cells, FAbeta-B cleavage, fluorescence polarization; 0% vehicle, 100% cell-free pure enzyme wells; 340,000 tested, 0.073% active; activation, % at 5.96 µM;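 active = activation above the mean of all tested compounds plus 3 SD, set per screening campaign, cut at about 17% in these data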
GalR3 antag: blocks the human galanin receptor 3 | 360,000 tested, 0.44% active | inhibition, % at 3 µM | HEK293 GalR3-CNG cAMP membrane potential fluorescence; galR3 body fused to GalR1 C-terminus | AID 651719;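 active = inhibition above the screen-wide average plus 3 SD, cut at about 13% in these data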;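 note: forskolin and galanin both at EC90 stimulate the cells; cAMP rise reported by CNG channel membrane potential dye signal; 0% = forskolin plus galanin with DMSO and 100% = forskolin alone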
Target sequence (O60755 1-299 limits assumed): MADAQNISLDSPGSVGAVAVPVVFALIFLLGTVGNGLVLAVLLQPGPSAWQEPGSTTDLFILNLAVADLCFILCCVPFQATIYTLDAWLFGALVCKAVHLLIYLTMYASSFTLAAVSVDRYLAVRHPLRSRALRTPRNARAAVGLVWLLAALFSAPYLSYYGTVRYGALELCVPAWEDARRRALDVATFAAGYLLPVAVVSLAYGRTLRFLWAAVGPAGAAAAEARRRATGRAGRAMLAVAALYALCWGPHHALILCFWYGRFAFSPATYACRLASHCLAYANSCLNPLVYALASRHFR
CRFBP-R2 block: CRF-BP/CRF-R2 complex antagonism. HEK293 CRF-R2/CRF-BP, CRF-induced calcium fluorescence. inhibition, % at 11.8 µM. 350,000 tested, 0.59% active. AID 588475;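 active = inhibition of the ligand-induced calcium signal above about 50% at the single tested concentration, limit read from the data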
Starred values were filed as active, the others as inactive; nt = not tested or not shown; & = joins results of further samples.

NS3 helicase inh	UBC9 SUMO inh	IDE act	CRFBP-R2 block	GalR3 antag	VIM-2 inhibitor	pCIP destab	IMP-1 inhibitor	IDE cell inh	structure
-1	8	1	-1	2	-3.2	-4	-2.4	-2	O=C(Cc1ccccc1)NC1CCN(Cc2ccccc2)CC1
-5	18	2	-11	-3	-2.4	0	1.5	-2	Cn1c(=O)c(=O)n(C)c2cc(S(=O)(=O)N3CCN(Cc4ccccc4)CC3)ccc21
-3	6	6	-5	2	-2.0	-3	-0.6	4	CC(=O)N1CCN(S(=O)(=O)c2ccc(Cl)cc2F)CC1
13	-2	8	-2	-8	-2.4	-6	-1.6	-3	Cc1ccc(NC(=S)N2CCC(NC(=O)c3ccc(F)cc3)CC2)cc1
nt	nt	2	-1	0	nt	nt	nt	2	C=CCN1CCCC1CNC(=O)c1cc2[nH]nnc2cc1OC (stereo unspecified)
nt	nt	-1	16	-3	nt	nt	nt	-1	CN(CC(=O)Nc1ccc(F)c(F)c1F)C(=O)c1ccc2c(c1)OCCO2
1	20	2	-2	-10	-1.7	-1	-3.8	11	CC(O)(CS(=O)(=O)c1ccc(Br)cc1)c1ccccc1 (stereo unspecified)
3	8	-4	-1	-3	-2.3	-8	-1.4	13	Cc1ccc(-c2ncns2)cc1
0	18	2	5	-2	-2.0	0	-1.2	-4	O=C1C2C3c4ccccc4C(c4ccccc43)C2C(=O)N1c1nc(-c2ccccc2)cs1 (stereo unspecified)
nt	20	5	1	-2	nt	-5	nt	nt	COC(C[C@H](O)CC(=O)COCc1ccccc1)OC
7	9	-2	-6	-3	-2.6	1	-2.6	5	Cc1cc2c(C)c(C)c(=O)[nH]c2cc1N
-1	-1	3	-5	-3	-2.3	0	-2.9	-1	CCCCOc1ccc(S(=O)(=O)n2c(C)nc3ccccc32)cc1
0	-3	4	5	-6	-2.6	2	-2.0	-6	CCOC(=O)CCC(=O)NNC(=O)COc1ccc(C(C)C)cc1Br
-9	2	-1	-11	0	-2.1	-5	-1.7	2	CC(Sc1ccccc1)C(=O)NN=C1CCCC1 (stereo unspecified)
9	0	3	1	-8	-0.1	9	-0.6	3	Cc1ccc(C(=O)O/N=C(\N)c2ccccn2)cc1Cl
5	12	7	25	nt	-1.7	-6	-0.4	0	COc1ccc(CNC(=O)CN2C(=O)C(c3ccccc3)Oc3cccnc32)cc1 (stereo unspecified)
-15	-9	-4	8	-6	-2.3	10	-3.0	9	Cc1ccc2c(c1)nnn2C1CCN(C(=O)NCc2ccccc2)CC1
-3	-6	1	-56	-5	-0.9	2	-1.8	0	COc1ccc(C)cc1NS(=O)(=O)c1ccc(Br)s1
8	-27	-2	7	-2	-1.1	2	-3.8	-4	COc1cccc(OC)c1OCCCc1c(C)n[nH]c1C
-5	13	1	-15	-2	-1.7	1	-3.2	3	Cc1ccc(OCC(=O)NCc2ccccn2)cc1
9	5	2	-6	-3	-2.8	3	-2.3	12	O=C1c2sc3nc4ccccc4n3c2C(=O)N1c1ccccc1Cl
5	26	-1	-10	0	-2.5	-4	-1.2	3	COCCCNC(=O)c1cc(C(=O)c2c(-c3c(Cl)cccc3Cl)noc2C)c[nH]1
6	12	0	3	-5	0.1	-11	-0.2	9	CCOC(=O)Cc1ccc(NC(=O)c2ccc([N+](=O)[O-])cc2)cc1
9	-1	6	14	-6	-1.7	-5	0.9	1	Cc1cccc(C(C)C)c1NC(=O)c1cc2ccccc2o1
16	19	6	4	-7	-1.4	-25	-0.7	1	Cc1ccc(-c2noc(CCCC(=O)NCC3CCCO3)n2)cc1 (stereo unspecified)
7	10	5	-33	-5	0.5	4	-2.7	-1	O=C(CN1CCC(Cc2ccccc2)CC1)N1CCc2ccccc2C1
-5	-8	-2	20	-1	-0.2	0	-2.5	-1	Cc1ccc(-c2nc3ccccc3[nH]2)cc1NC(=O)c1ccc2c(c1)OCO2
0	8	1	6	-6	-0.2	-1	-1.1	3	O=C(CSc1nnc(Cc2ccccc2)o1)c1ccccc1
5	10	3	-3	-1	-2.1	-16	-1.5	-1	CCOC(=O)c1ccc(Oc2nc(NC)nc(SC)n2)cc1
0	2	-1	10	-4	-4.9	9	-5.0	8	COc1ccc2nc(NC(=O)CSc3nc4ccccc4o3)sc2c1
0	-2	7	-15	-1	-4.3	2	-3.5	2	COC(=O)c1sc(NC(=S)NC(=O)c2ccccc2F)nc1C
3	6	5	13	-6	-2.3	-1	-2.2	1	O=C1CSc2ccc(S(=O)(=O)NCc3ccc(Cl)cc3)cc2N1
nt	nt	-2	2	1	nt	nt	nt	1	CCC(C(=O)N(C(C)C)C(C)C)c1ccccc1 (stereo unspecified)
16	52*	1	9	-3	2.0	-17	0.6	1	O=C(O)c1cc2cccc(S(=O)(=O)N3CCOCC3)c2cc1O
3	-13	-2	18	-1	-1.8	-8	-1.4	1	CC(=O)Nc1cc(N2C(=O)CCC2=O)ccc1Cl
1	-12	0	6	-11	-3.0	12	-3.1	1	Cc1nc2ccccn2c1C(=O)N/N=C/c1ccccc1Cl
-2	8	5	3	-2	-5.0	-10	-3.5	0	Cc1ccc(-c2noc(CCC(=O)NCCN3CCOCC3)n2)cc1
-5	-4	-2	-9	-7	-2.8	-12	-1.9	4	CCN(Cc1ccccc1)C(=O)CC(=O)N(CC)Cc1ccccc1
-4	-1	0&2	-6&6	-4&-2	-1.2	8	-0.2	6&9	CC1CNCCN1S(=O)(=O)c1cccc2cnccc12 (stereo unspecified)
nt	nt	4	2	-6	nt	nt	nt	4	CC(OC(=O)Cn1cnc2c1c(=O)n(C)c(=O)n2C)C(=O)NC1CCCCC1C (stereo unspecified)
-2	31	4	-2	-5	-0.3	8	-0.8	0	COCCn1c(SCC(=O)Nc2cccc(OC)c2)nc2c(oc3ccccc32)c1=O
-14	10	0	-8	-8	-0.3	4	-3.0	-4	Cc1c(C)n(CCN(C)C)c2ncnc(NCc3ccccc3)c12
25	18	-1	1	-4	-1.5	7	0.2	-4	Cc1cc(C)cc(NC(=S)N(Cc2ccc(Cl)cc2)Cc2ccc(C(=O)O)cc2)c1
-11	8	3	1	-4	-1.7	-3	-1.2	3	CC(=O)n1cc([C@H]2C=C(C(=O)N3CCN(Cc4ccc5c(c4)OCO5)CC3)O[C@@H](OCCCCO)C2)c2ccccc21
-3	2	1	5	-11	-3.1	-2	-3.1	-1	CCCCCNC(=O)c1cc(S(=O)(=O)N2CCCC2)ccc1F
5	10	9	-3	0	-1.4	-17	-1.8	-2	CC(C)N1C(=O)CCC1C(=O)NCCc1ccc(Cl)cc1 (stereo unspecified)
-35	-8	6	-14	6	-2.6	4	0.1	2	COc1cc(C(=O)N/C(=C\c2cn(S(=O)(=O)N(C)C)c3ccccc23)C(=O)N2CCCC2)cc(OC)c1OC
29	4	5	-11	0	0.4	-18	-1.0	6	Cc1ccc(-n2c(CCC(=O)O)ccc2-c2cccs2)cc1C
11	15	-2	14	1	-1.4	-2	-4.8	8	Cc1cc(NS(=O)(=O)c2ccc(NC(=O)C(C)Oc3cc(C)c(Cl)c(C)c3)cc2)no1 (stereo unspecified)
-1	-9	-1	2	-8	-0.3	4	-0.8	1	COC(=O)C1CCN(C(=O)Cn2nnc(-c3cccc(F)c3)n2)CC1

The listing continues.
NS3 helicase inh	UBC9 SUMO inh	IDE act	CRFBP-R2 block	GalR3 antag	VIM-2 inhibitor	pCIP destab	IMP-1 inhibitor	IDE cell inh	structure
-12	8	-10	-5	nt	-1.8	-6	-4.8	-17	NC(=S)N/N=C/c1c[nH]c2ccc(OCc3ccccc3)cc12
-2	9	8	-8	-3	2.1	-3	-0.7	3	COc1ccc(F)cc1C(=O)C1CCCN(Cc2ccc(Oc3ncccn3)cc2)C1 (stereo unspecified)
2	1	4	1	-4	-4.2	-7	-3.2	0	Cc1ccccc1NC(=S)NNC(=O)c1ccncc1
12	15	1	-5	-3	0.1	-2	-1.1	2	COc1ccc(NC(=S)N2CCC(N(C)CC3CCCO3)CC2)cc1 (stereo unspecified)
6	26	5	-9	-3	0.0	-7	-0.8	-4	O=C(Cc1cccc2ccccc12)NCC(=O)Nc1ccccc1F
1	-8	7	41	-12	-3.6	-12	-3.5	0	O=C(OCc1ccccc1)/C(=C/c1cccc2ccccc12)NC(=O)c1ccccc1
-4	13	4	-18	-5	-2.5	-2	-0.5	4	CC(C)(C)c1nc(SCC(=O)NCc2ccco2)c2ccccc2n1
-8	-3	3	-10	-11	-0.3	-6	-3.4	4	COCC(=O)Oc1c(S(=O)(=O)c2ccccc2)c(C)nn1C(C)(C)C
-9	-2	0	-51	-5	1.3	-3	-3.3	4	N#Cc1ccc(-c2ccccc2)nc1SCCN1CCOCC1
2	4	6	25	3	-3.2	-2	-5.7	-2	COc1ccccc1-c1c(C)nn2c(NCCN3CCCC3)cc(C)nc12
-9	13	6	-6	nt	-0.1	-22	0.8	1	O=S(=O)(NCCn1ccc2ccccc21)c1ccccc1
3	15	1	-1	0	-2.1	-2	-2.8	2	CCN(CC)CCCNC(=O)/C=C/C(=O)O
1	-4	8	0	-5	-1.4	8	-1.8	8	COc1ccccc1NS(=O)(=O)c1ccc(O)c(NC(=S)NCC2CCCO2)c1 (stereo unspecified)
nt	nt	2	4	-1	nt	nt	nt	-4	CCN1C(=O)[C@H]2[C@@H](c3ccc(-c4ccc(OC)cc4)c(OC)c3)N[C@@](CC(C)C)(C(=O)OC)[C@H]2C1=O
-3	2	4	-4	-5	-3.2	-23	-2.4	-4	COc1ccc([N+](=O)[O-])cc1NC1CCN(C(=O)c2cccs2)CC1
8	19	4	15	7	-1.8	2	-2.2	-8	Cc1ccc(-n2nnnc2SCC(=O)N2Cc3ccccc3CC2C(=O)O)cc1 (stereo unspecified)
1	-3	4	20	-7	-4.5	-9	-2.3	-1	O=C1CCCN1c1ccc(S(=O)(=O)N2CCC(c3ccccc3)CC2)cc1
3	4	3	-1	-3	-0.2	-16	-0.8	-1	CCOc1ccc(CCNC(=O)c2cccc(N3CCCC3=O)c2)cc1OCC
8	8	-1	-2	0	-0.1	-18	-3.5	2	CCCCN(C)C(=O)c1ccc2c(c1)S(=O)(=O)c1ccccc1C2=O
24	41	1	11	-7	-4.9	-4	-0.8	-1	Cc1ccc(S(=O)(=O)NN2C(=O)/C(=C\c3ccc(Cl)cc3)SC2=S)cc1
0	35	-6	-2	-11	-1.7	0	-3.8	nt	Cc1cc(=O)oc2c3c(cc(OCC(=O)NCCC(=O)O)c12)OC(C)(C)CC3

Sorted by count of non-hydrogen atoms (ascending): 3 of the compounds above.
NS3 helicase inh	UBC9 SUMO inh	IDE act	CRFBP-R2 block	GalR3 antag	VIM-2 inhibitor	pCIP destab	IMP-1 inhibitor	IDE cell inh	structure
-9	13	6	-6	nt	-0.1	-22	0.8	1	O=S(=O)(NCCn1ccc2ccccc21)c1ccccc1
8	8	-1	-2	0	-0.1	-18	-3.5	2	CCCCN(C)C(=O)c1ccc2c(c1)S(=O)(=O)c1ccccc1C2=O
nt	nt	2	4	-1	nt	nt	nt	-4	CCN1C(=O)[C@H]2[C@@H](c3ccc(-c4ccc(OC)cc4)c(OC)c3)N[C@@](CC(C)C)(C(=O)OC)[C@H]2C1=O
